HSF1 activator: increases HSF-1 driven luciferase reporter signal. NIH3T3-HGL HSF-1 luciferase reporter, MG132, 8 h; 100% = twice DMSO control signal. activation, % at 9 µM. 1.7% of 300,000 active. AID 504408;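 active = mean replicate activation of at least 50% with a set share of replicates each reaching 50%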;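 also: 0% = median of the neutral control wells and 100% = twice that signal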
HSP90 refold inh: blocks HSP90-mediated luciferase refolding in reticulocyte lysate; Rabbit reticulocyte lysate, luciferase refolding luminescence, 3 h; inhibition, % at 5.6 µM; 0.91% of 290,000 active; AID 1789;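 active = inhibition above the screen-wide mean plus 3 SD, computed separately per campaign, cut at about 16% in these data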;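 also: 0% = DMSO wells and 100% = 60 µM geldanamycin wells; inhibitors lower the luminescence because luciferase stays unfolded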
HIF act: HIF pathway transcriptional activation. 0.32% of 300,000 active. U2OS HRE-luciferase reporter, luminescence; normalized: DMSO 0%, desferrioxamine 100%. AID 1910. activation, % at 7.5 µM (by protocol);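 active = mean activation of at least 10% of the iron chelator positive control signal, with at least half of replicates also reaching 10%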
KLF5 inh: suppresses KLF5 promoter-driven expression | DLD-1 KLF5 promoter-luciferase reporter, luminescence | inhibition, % at 5 µM | 0.23% of 290,000 active | AID 1700;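 active = inhibition above a per-plate limit of that plate's mean compound inhibition plus 3 SD, cut at about 60% in these data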;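 also: 0% = DMSO wells and 100% = LY294002 at 200 µM; higher means less KLF5 promoter-driven luciferase light; inactives centre near -14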
GSK3A inh: blocks human GSK-3 alpha kinase. ADP-Glo luminescence, 60 min. inhibition, % at 10 µM. 0.1% of 320,000 active. P49840. AID 2650;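 in the data active = inhibition above about 50%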;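 also: GST-tagged GSK-3 alpha with peptide substrate and 25 µM ATP; 0% = DMSO neutral wells and 100% = GW8510 positive control wells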
Target sequence (P49840 whole entry, looked up): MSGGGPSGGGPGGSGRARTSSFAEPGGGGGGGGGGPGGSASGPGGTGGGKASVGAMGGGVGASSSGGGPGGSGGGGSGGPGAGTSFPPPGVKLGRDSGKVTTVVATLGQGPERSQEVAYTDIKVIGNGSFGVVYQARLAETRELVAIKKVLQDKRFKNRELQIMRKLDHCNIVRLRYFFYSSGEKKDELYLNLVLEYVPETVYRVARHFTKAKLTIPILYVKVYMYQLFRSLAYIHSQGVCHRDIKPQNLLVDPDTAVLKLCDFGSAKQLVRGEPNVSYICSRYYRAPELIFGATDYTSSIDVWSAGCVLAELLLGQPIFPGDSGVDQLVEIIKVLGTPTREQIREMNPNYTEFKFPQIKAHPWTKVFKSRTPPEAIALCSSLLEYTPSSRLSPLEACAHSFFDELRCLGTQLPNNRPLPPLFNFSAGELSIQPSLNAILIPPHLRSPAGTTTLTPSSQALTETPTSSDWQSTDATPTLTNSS
IEC-6 tox: counter-screen for KLF5 inhibitors: cytotoxicity in IEC-6 cells; 0.78% of 290,000 active; IEC-6 cytotoxicity, luminescence viability; AID 1825; inhibition, % at 5 µM; in the data active = inhibition above about 22%;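 also: 0% = plate median of test compound wells and 100% = cytotoxic reference compound wells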
GSK3beta inhib: inhibitors of human GSK3beta kinase; P49841; GST-GSK3beta kinase, ADP-Glo luminescence, 60 min; stronger effect = lower value; activity score (negative = inhibition), % at 10 µM; 0.038% of 300,000 active;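 active = more than half of replicate wells score below -50%, meaning over 50% inhibition versus plate controls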;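 also: 0% = median DMSO wells and -100% = median GW8510 positive control wells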
Target sequence (P49841 whole entry, looked up): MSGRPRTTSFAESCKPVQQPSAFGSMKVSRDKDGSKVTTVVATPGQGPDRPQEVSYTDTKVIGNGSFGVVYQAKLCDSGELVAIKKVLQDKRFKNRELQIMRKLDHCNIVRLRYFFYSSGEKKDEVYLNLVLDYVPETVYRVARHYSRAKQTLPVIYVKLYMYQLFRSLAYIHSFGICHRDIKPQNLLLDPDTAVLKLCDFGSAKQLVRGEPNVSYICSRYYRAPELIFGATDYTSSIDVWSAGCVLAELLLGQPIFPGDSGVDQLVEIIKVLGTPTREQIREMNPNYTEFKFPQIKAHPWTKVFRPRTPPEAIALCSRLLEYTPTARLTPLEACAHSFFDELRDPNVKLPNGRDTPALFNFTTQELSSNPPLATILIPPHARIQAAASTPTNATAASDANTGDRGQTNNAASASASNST
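Test system – GST-tagged human GSK3beta kinase, cell-free · Incubation – 60 min enzyme reaction, room temperature · Signal – ADP-Glo luminescence · Also added – peptide substrate and ATP at 25 µM · Controls – DMSO neutral wells and GW8510 at 20 µM as positive · Buffer or medium – Tris/MgCl2 kinase buffer · Measure – Luminescence-derived activity versus plate DMSO and GW8510 wells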
aSyn 5UTR inh: 5' untranslated region of α-synuclein, MLPCN primary screen | alpha-synuclein 5'UTR reporter, inhibitor activity | inhibition, % (tested at 7.5 µM) | 0.82% of 300,000 active | AID 1813; in the data active = inhibition above about 60%;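 also: H4 neuroglioblastoma cells stably carrying SNCA 5'UTR luciferase fusion; 0% = DMSO wells and 100% = positive control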
AI-2 QS modul: modulates the Vibrio harveyi AI-2 quorum sensing system | Vibrio harveyi JMH597 AI-2 luminescence/OD600 ratio, 9 h; stronger effect = lower value; strain lacks LuxN and CqsS sensors; 0 = neutral-control median | activity change, % at 7.5 µM | 0.4% of 300,000 active | AID 2094; in the data active = activity change below about -75%, passing the limit was not always enough;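 also: luminescence divided by OD600 gain over 9 h not by final OD600 alone; inactives centre near 13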
HSF1 inh: HSF1 inhibition; activity change, negative = inhibition, % at 7.5 µM (by protocol); 0.77% of 300,000 active; NIH3T3-HGL HSE-luciferase, MG132-induced, luminescence 8 h; stronger effect = lower value;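 active = more than half of replicate wells show activity change below -50%, luminescence cut by over half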;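 also: luciferase reports HSF-1 transcriptional activity via heat shock element; 0% = median of DMSO wells and -100% = zero luminescence signal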
Active calls of the source: *; . = not tested or not shown.

The line under a structure holds: HSF1 activator, HSP90 refold inh, HIF act, KLF5 inh, GSK3A inh, IEC-6 tox, GSK3beta inhib, aSyn 5UTR inh, AI-2 QS modul, HSF1 inh
CCCNC(=O)C1(CC2CC(c3ccccc3)=NO2)CCN(C(=O)c2cc(OCC)c(OCC)c(OCC)c2)CC1 (centres undefined)
 : -18.0, ., 0.0, ., -1.9, ., 2.4, 26.7, 8.0, -6.2
CC(C)c1ccc(/C=N/NC(=O)CC(=O)NC2CCCCC2)cc1
 : 2.6, 0.5, -0.2, -35.0, -0.7, -1.9, 1.5, -8.9, 2.8, -5.3
O=C(COc1ccccc1)Nc1nc2ccccc2[nH]1
 : 34.9, -1.1, 2.0, -92.5, -2.6, 2.8, -7.9, -150.3, -3.1, 3.8
CN1CCN(C(=O)C2(NC(=O)Nc3cccc(F)c3)CCCCC2)CC1
 : -8.1, -1.5, -0.1, -32.1, -1.2, 0.5, -2.4, 7.8, 16.2, 5.8
FC(F)(F)c1cccc(-n2c(Cn3nnc4ccccc43)n[nH]c2=S)c1
 : 6.4, -3.2, 0.6, -17.4, -4.1, -3.9, -3.1, 10.7, 0.1, 2.0
COCCCNc1ccnc2c(Cl)cccc12
 : -3.2, 0.8, 0.5, 1.6, ., 0.7, -3.2, -18.7, 1.3, 6.3
COc1ccc(NC(=O)C(C)Sc2nnc3c4c(nc(-c5ccc(OC)cc5)n23)CC(C)(C)OC4)cc1 (centres undefined)
 : 10.6, 2.4, -0.3, -10.2, ., -5.1, -10.2, 23.4, 10.1, -6.9
CCn1cc(CNC(=O)C2C3CCC(C3)C2C(=O)O)cn1 (centres undefined)
 : 2.7, -2.8, -0.2, -15.6, -0.8, 6.9, 0.1, 1.2, 10.6, -3.8
Cc1ccc(-c2c[n+](CC(=O)OCc3ccccc3)c3n2CCC3)cc1
 : -3.5, -1.4, 0.0, -22.0, -1.2, -3.1, 0.1, 18.4, 2.4, -2.3
COc1ccc(-c2csc(NC(CO)c3nc4ccccc4n3Cc3ccc(C)cc3)n2)cc1 (centres undefined)
 : -7.3, ., 0.6, ., -1.8, ., 1.7, 19.5, 20.9, 9.8
Cc1cc(C)n2nc(SCc3nc4ccccc4[nH]3)nc2n1
 : -1.5, -1.8, 0.4, -18.9, -2.0, 3.2, 1.5, 11.2, 12.2, 1.4
C#CCn1c(O)c(N=NC(=O)CNC(=O)c2cccnc2)c2ccccc21
 : -18.9, -4.6, -0.1, -25.0, 0.9, -0.1, 1.0, -6.0, 17.4, -3.4
COc1ccc(OCc2nn[nH]n2)cc1
 : 21.5, 0.4, 0.4, -8.7, -2.6, -2.9, -0.7, -11.6, 14.0, 1.7
CCC1/C(=N\O)CC(c2ccco2)NC1c1ccco1 (centres undefined)
 : 27.7, -4.3, 0.0, -27.2, -6.8, -5.5, -0.9, 8.1, 10.1, 7.5
COc1cccc(CNC(=O)C2CCC(=O)N(C3CC3)C2)c1OC (centres undefined)
 : 14.0, 5.8, -0.5, -19.0, ., 3.0, -1.4, 10.2, 24.5, -0.3
Cc1cc(Cl)ccc1C(=O)C1CCCN(C(=O)CCn2cnnn2)C1 (centres undefined)
 : 4.1, -2.6, -0.2, -29.1, -0.3, 1.5, 2.7, 7.7, 43.2, 2.5
CCOc1ccc(NC(=O)CN(C)C(=O)c2cc(C)oc2C)cc1OCC
 : -2.7, ., 0.5, ., -2.1, ., 1.5, 15.3, 13.7, -3.9
O=C(N/N=C\c1ccc(COc2ccc([N+](=O)[O-])cc2)o1)c1ccc(Cl)cc1
 : 8.1, 1.6, -0.2, -13.9, 1.9, 1.1, -1.1, 12.6, 22.2, 1.7
CC(NC(=O)c1cc(Br)ccc1Cl)c1ccccc1 (centres undefined)
 : -1.0, 5.5, 0.0, -19.8, 5.9, -8.9, -1.6, -3.9, 25.2, 5.5
Cc1cc(C)c(S(=O)(=O)c2cccc(Br)c2C)c(Cl)n1
 : 1.2, -2.0, -1.2, -39.2, 2.0, 3.3, 0.6, 9.2, 7.6, -4.1
COc1ccc(CC(=O)Nc2c(C(=O)N3CCN(c4ncccn4)CC3)oc3ccccc23)cc1
 : -0.3, -2.1, -0.6, -10.1, -3.3, 0.9, -1.6, 4.1, 27.9, 3.1
COc1ccc(Cn2nnnc2CN2CCc3ccccc32)cc1
 : -0.6, 0.5, 0.6, -20.1, 0.6, -0.2, -0.3, -29.3, 28.7, 11.2
COc1cccc(C(=O)Nc2ccc3c(c2)C(=O)N(CCC(=O)O)C3=O)c1
 : -6.7, -1.6, 0.0, -24.9, -6.3, 0.9, 1.8, 9.7, 8.5, -0.6
Cc1ccc(C(=O)OC/C(O)=C(\C#N)c2nc3ccccc3[nH]2)cc1S(=O)(=O)N1CCOCC1
 : 37.9, -4.0, 1.0, -20.7, ., 4.7, 2.3, -17.3, 35.3, 20.7
NC(=O)NC(=O)CC1S/C(=N/N=C2\CSC(=O)N2)NC1=O (centres undefined)
 : -9.4, -0.2, -0.2, -5.0, 10.8, -10.9, 4.5, 6.4, 6.6, -3.3
O=C(Cc1ccc(F)cc1)OCn1nnc2ccccc2c1=O
 : -6.6, -4.8, 0.3, -2.3, -1.9, 5.2, 1.3, -9.4, 0.9, -1.6
CCn1c(NC(=O)c2cccs2)c(-c2cccs2)c(=O)c2ccccc21
 : 3.9, 2.5, 0.6, -37.9, 4.8, 3.9, -5.4, -17.2, 9.1, 3.7
Cc1ccc(CNC(=O)c2ccccc2-n2cnnn2)cc1
 : 5.0, -2.6, -0.3, 1.7, -3.4, 2.4, -0.9, 6.1, 16.0, -6.9
NCC(c1ccc(Cl)cc1Cl)c1c[nH]c2ccccc12 (centres undefined)
 : -1.4, -1.7, 0.4, -14.7, -1.3, 9.0, -2.6, 5.7, 15.2, 9.3
C[N+]1(CC(=O)Nc2ccc(F)cc2)CCN(C(=O)c2ccco2)CC1
 : -12.1, -6.6, 0.0, -26.3, 0.8, -6.4, -5.0, -10.4, 3.9, -8.4

Going on with the list:
The line under a structure holds: HSF1 activator, HSP90 refold inh, HIF act, KLF5 inh, GSK3A inh, IEC-6 tox, GSK3beta inhib, aSyn 5UTR inh, AI-2 QS modul, HSF1 inh
Cc1c(C(=O)N2CCOCC2)oc2ccc(Br)cc12
 : -2.1, ., 1.3, ., -1.8, ., 0.6, -9.2, 16.4, 9.3
COc1ccc(C2CC(c3cccs3)=NN2C(=O)c2ccco2)cc1OC (centres undefined)
 : 20.0, -0.8, 0.9, 2.6, 0.2, 2.5, -0.2, -23.2, 0.2, 7.8
CCNC(=S)NCc1ccc(F)cc1
 : -3.2, 1.0, 0.3, 25.1, 0.8, -0.7, 1.0, 19.5, 10.0, 6.9
O=C(COC(=O)CNC(=O)c1ccccc1F)NCCC1=CCCCC1
 : -3.4, -0.1, -0.3, -12.0, -1.2, -4.2, -0.5, 8.0, 14.0, -2.4
CCOc1ccc(Cc2nnc(SCC(=O)Nc3ccccc3)n(N)c2=O)cc1
 : -9.3, ., 0.4, ., -1.0, ., 0.6, 3.0, 34.4, 0.5
CCOc1ccc(C(=O)NCc2ccccn2)cc1
 : -5.1, -2.7, 0.7, -24.6, 1.8, 6.1, -1.0, 14.3, 28.7, -3.5
CCC1CCCCN1C(=O)COC(=O)c1cc2ccccc2cc1O (centres undefined)
 : 83.5*, -1.5, 0.4, -25.4, -1.8, -4.3, 1.4, -24.9, 34.5, 46.1
CC1CN(C(=O)Cn2cc(S(=O)(=O)CC(=O)N3CCOCC3)c3ccccc32)CC(C)O1 (centres undefined)
 : 7.6, -3.4, -0.6, -0.4, -2.1, -1.5, -4.6, -19.1, 22.6, 0.6
CCOC(=O)c1sc(NC(=O)c2ccc(OC(C)=O)cc2)nc1C
 : ., 6.1, ., 35.0, 0.3, 9.3, -16.8, ., 3.3, .
Cn1c(=O)c2ncn(CC(=O)N/N=C/c3ccco3)c2n(C)c1=O
 : -4.3, -5.2, -0.4, -2.7, 7.6, -3.0, -1.8, 16.8, 13.1, -0.7
NC(=O)C(CC(=O)O)NC(=O)[C@@H]1CCOc2c(I)cc([N+](=O)[O-])cc2C(=O)N[C@@H](CO)C(=O)N[C@@H](Cc2ccc(O)cc2)C(=O)N1 (some centres undefined)
 : ., -4.5, ., -18.4, -4.5, -2.3, ., ., ., .
CCc1ccccc1NC(=O)CN(C)C(=O)CSc1nn(-c2ccccc2)c(=S)s1
 : 7.6, 4.5, -0.1, -6.3, -3.9, 1.7, 3.2, 15.1, 24.2, -10.3
COc1ccccc1N1CCN(C(=O)Oc2ccccc2)CC1
 : 5.4, 8.4, -0.4, -26.1, -5.6, 11.5, 3.2, -2.8, 28.3, -3.9
Cc1ccc(NC(=S)NCCc2ccc(S(N)(=O)=O)cc2)c(C)c1
 : 9.5, -1.4, 0.3, -17.8, -0.2, -3.1, 3.5, 12.6, 19.0, 2.0
CN(C(=O)COC(=O)CSc1ccc(C(N)=O)cc1[N+](=O)[O-])C1CCS(=O)(=O)C1 (centres undefined)
 : 1.4, ., -0.2, ., 0.6, ., 4.1, 5.9, 32.6, -5.4
CC(=O)Cc1nsc(Nc2ccc(Cl)cc2)n1
 : ., -0.9, ., -64.7, 9.6, -2.1, 0.5, ., 16.9, .
c1ccc(CC2CCN(c3nc4ccccc4n4cnnc34)CC2)cc1
 : -13.0, 4.6, -0.3, 15.9, -3.8, -1.3, -0.3, -5.1, 12.1, 4.3
COc1ccc(N2C(N)=NC(N)=NC23CCCC3)cc1
 : -7.3, -1.1, 0.3, -7.7, -4.0, -3.7, -1.9, 0.6, 15.1, -2.4
COc1ccc(C(=O)Nc2cccc(/C(C)=N/NC(=O)c3ccc([N+](=O)[O-])cc3)c2)cc1OC
 : 7.5, 0.7, 1.3, -33.3, -6.2, 2.5, 0.4, -44.8, 4.6, 10.9
COc1ccc2ccccc2c1/C=N/NC(=O)CC1(C)OCCCO1
 : -13.0, -0.2, -0.3, -32.4, -1.2, -0.9, -3.7, -28.6, -8.0, 4.4

Three structures already listed, arranged by molecular weight, high to low:
The line under a structure holds: HSF1 activator, HSP90 refold inh, HIF act, KLF5 inh, GSK3A inh, IEC-6 tox, GSK3beta inhib, aSyn 5UTR inh, AI-2 QS modul, HSF1 inh
Cc1ccc(-c2c[n+](CC(=O)OCc3ccccc3)c3n2CCC3)cc1
 : -3.5, -1.4, 0.0, -22.0, -1.2, -3.1, 0.1, 18.4, 2.4, -2.3
CC(NC(=O)c1cc(Br)ccc1Cl)c1ccccc1 (centres undefined)
 : -1.0, 5.5, 0.0, -19.8, 5.9, -8.9, -1.6, -3.9, 25.2, 5.5
CCOc1ccc(C(=O)NCc2ccccn2)cc1
 : -5.1, -2.7, 0.7, -24.6, 1.8, 6.1, -1.0, 14.3, 28.7, -3.5
